SRC3 inh = human NCOA3 inhibition; HEK293 GAL4-SRC3 luciferase reporter, luminescence; Q9Y6Q9; 0.17% of 360,000 active; inhibition, % at 3.6 µM;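 active means inhibition above a per-campaign cutoff, the mean of all compounds plus 3 SD, cut at about 60% in these data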;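 further: 0% = DMSO-treated cells and 100% = gossypol-treated cells at 36 µM; higher means less SRC3-driven luciferase light from the GAL4 reporter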
TWEAK-Fn14 inh = TWEAK-Fn14 signaling inhibition | TWEAK-stimulated Fn14 reporter cells, luciferase luminescence, 8 h | inhibition, % at 10 µM | 2% of 360,000 active | AID 1159606; in the data active means inhibition above about 50%
LRH-1 inv ag = suppresses constitutive activity of human LRH-1 | O00482 | HEK293T StAR-luciferase reporter, LRH-1 transfected, 24 h | inhibition, % at 3.6 µM | 0.13% of 360,000 active;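 active means inhibition above the mean inhibition of all tested compounds plus 3 SD, cut at about 73% in these data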;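 further: 0% = DMSO wells and 100% = reporter-only cells lacking LRH-1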
Target sequence (O00482 whole entry, looked up): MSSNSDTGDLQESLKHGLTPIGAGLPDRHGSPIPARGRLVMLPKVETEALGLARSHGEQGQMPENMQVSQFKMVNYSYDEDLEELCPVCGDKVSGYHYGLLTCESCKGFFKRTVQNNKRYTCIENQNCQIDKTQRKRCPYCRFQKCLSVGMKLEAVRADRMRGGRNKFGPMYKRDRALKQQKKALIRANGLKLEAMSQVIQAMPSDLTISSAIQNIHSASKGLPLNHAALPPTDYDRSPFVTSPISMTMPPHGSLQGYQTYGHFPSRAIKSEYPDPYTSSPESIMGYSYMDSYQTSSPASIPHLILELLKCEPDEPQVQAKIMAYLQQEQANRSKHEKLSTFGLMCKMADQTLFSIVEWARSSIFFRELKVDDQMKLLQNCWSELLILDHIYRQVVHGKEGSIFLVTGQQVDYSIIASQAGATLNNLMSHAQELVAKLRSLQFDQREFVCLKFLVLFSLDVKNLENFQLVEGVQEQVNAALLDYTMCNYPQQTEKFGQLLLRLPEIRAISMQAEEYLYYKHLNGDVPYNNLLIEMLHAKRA
CF NFkB inh = blocks PAF-induced NF-kB reporter in cystic fibrosis cells | inhibition, % at 5 µM | KKLEB NF-kB-GFP reporter, GFP fluorescence overnight | 0.86% of 360,000 active;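 active means at least 50% inhibition at 5 µM, scaled per plate between neutral and stimulator controls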;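 further: PAF is a Pseudomonas aeruginosa culture filtrate used as stimulus; plate controls were PAF-stimulated DMSO wells for no effect and unstimulated DMSO wells for full effect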
NCOA1 inh = human NCOA1 inhibition; Q15788; HEK293 GAL4-SRC1 luciferase reporter, luminescence; inhibition, % at 3.6 µM; 0.12% of 360,000 active; AID 588354;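 active means inhibition above the campaign mean plus 3 SD, with each screening campaign given its own cutoff, cut at about 60% in these data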;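 further: 0% = DMSO treated cells and 100% = gossypol at 36 µM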
C8 TRAIL sens = sensitizes caspase-8 expressing cells to TRAIL; NB7+C8 cells + TRAIL, ATPlite viability luminescence; inhibition (viability loss, TRAIL sensitization), % at 10 µM; 1% of 360,000 active; AID 624354;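 active means compounds causing at least 50% loss of cell viability in the single-dose screen, relative to plate controls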
TROY NFkB inh = inhibitors of TROY-dependent NF-kB signaling. Q293 LMP1-TROYcd NF-kB luciferase reporter, 4 h. inhibition, % at 10 µM. 0.98% of 360,000 active. AID 1347056;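 active means compounds whose plate-normalised and pattern-corrected inhibition of the luciferase reporter signal at the single screening dose is 50% or more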
LMP1 NFkB inh = inhibitors of Epstein-Barr LMP1-induced NF-kappaB reporter; AID 504558; 0.69% of 350,000 active; inhibition, % at 12.5 µM; LMP1-induced NF-kappaB luciferase reporter cells, luminescence; in the data active means inhibition above about 41%;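 further: 0% = neutral control wells and 100% = reference inhibitor control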
KKLEB tox = counter-screen for CF NF-kB inhibitors: cytotoxicity; KKLEB CF airway cells viability, ATPlite luminescence, overnight; active compounds read low; cells stimulated with P. aeruginosa culture filtrate; activity change (cytotoxicity), % at 5 µM; 0.36% of 360,000 active; AID 602141;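 active means corrected activity change at or below -50% at 5 µM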
COUP-TFII inh = inhibitors of human COUP-TFII (NR2F2). inhibition, % at 8.6 µM. HEK293T NGFI-A luciferase reporter, luminescence. P24468. 0.7% of 370,000 active;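 active means inhibition above a per-plate cutoff, mean inhibition of test wells between control levels plus 3 SD, cut at about 38% in these data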;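 further: cells cotransfected with COUP-TFII expression vector driving the NGFI-A reporter; 0% = median of COUP-TF2 test wells and 100% = reporter-only cells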
Target sequence (P24468 whole entry, looked up): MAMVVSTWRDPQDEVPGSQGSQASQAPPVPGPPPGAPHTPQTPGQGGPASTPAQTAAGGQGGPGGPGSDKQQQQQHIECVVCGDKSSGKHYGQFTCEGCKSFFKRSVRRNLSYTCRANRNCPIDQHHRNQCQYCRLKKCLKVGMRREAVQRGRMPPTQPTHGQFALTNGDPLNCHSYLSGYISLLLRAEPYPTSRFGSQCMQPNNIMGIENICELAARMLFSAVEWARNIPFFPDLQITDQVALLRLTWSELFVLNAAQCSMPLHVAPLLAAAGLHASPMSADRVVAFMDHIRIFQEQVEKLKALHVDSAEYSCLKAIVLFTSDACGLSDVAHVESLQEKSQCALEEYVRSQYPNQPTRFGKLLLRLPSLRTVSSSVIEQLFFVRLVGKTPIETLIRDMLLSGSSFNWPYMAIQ
NCOA2 inhibitor = human SRC2 (NCOA2) inhibition | AID 651957 | Q15596 | 0.17% of 370,000 active | inhibition, % at 9 µM | HEK293 GAL4-SRC2 luciferase reporter, luminescence;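 active means inhibition above the mean inhibition of all tested compounds plus 3 SD, set per campaign, cut at about 52% in these data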;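 further: 0% = DMSO treated cells and 100% = cells given Gossypol at 36 µM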
The depositor's hits bear a star; / = no result given.

SMILES	SRC3 inh	TWEAK-Fn14 inh	LRH-1 inv ag	CF NFkB inh	NCOA1 inh	C8 TRAIL sens	TROY NFkB inh	LMP1 NFkB inh	KKLEB tox	COUP-TFII inh	NCOA2 inhibitor
CCC(CC)c1nn2c(N)c(/C=C3\C=Nc4ccccc43)c(=O)nc2s1	-20	-20	19	-35	9	-5	1	-1	8	5	0
CC(OC(=O)CCc1ccccc1)C(=O)Nc1ccc(Cl)cn1 (centres undefined)	0	-1	0	-14	-10	1	-9	2	16	3	8
CCn1c(SCC(=O)N(C)CC(=O)Nc2ccc(OC)cc2)nnc1-c1ccco1	0	-3	-5	-16	-8	-4	8	-2	14	-10	-10
COc1ccccc1/C=C/C(=O)OCC(=O)Nc1ccccc1Sc1ccccc1	-1	4	-20	8	13	-1	10	4	5	14	12
O=C(NC1CCS(=O)(=O)C1)c1cccc(Cl)c1 (centres undefined)	-25	-1	-20	-26	2	-7	-1	0	9	-17	24
COc1cccc(/C=C2\SC(=S)N(CCCC(=O)N(CCO)c3ccccc3)C2=O)c1	6	28	16	13	-12	61*	45	19	1	30	39
Cc1ccccc1NC(=O)CSc1nc2ccccc2c(=O)n1CC1CCCO1 (centres undefined)	-6	23	-7	11	-12	0	-12	-1	0	-5	21
O=[N+]([O-])c1cccc(-c2nnc3n2CCCCC3)c1	-63	21	-4	-15	-12	-12	-2	-4	2	12	6
C=CCn1c(SCc2cc(=O)n3ccsc3n2)nnc1C1CCCCC1	10	-11	-2	2	-7	5	-6	-14	-18	7	17
COc1ccc(-c2cn3c(C)c(C(=O)Nc4cccc(NC(C)=O)c4)sc3n2)cc1	-32	2	-2	-13	14	69*	29	-9	11	59*	4
COC(=O)CSc1nc(C)cc(C)n1	12	7	-17	-3	-3	2	-5	-4	0	-26	-3
CCOC(=O)CNNC(=O)Nc1ccc(Cl)c(Cl)c1	6	12	7	16	19	5	-12	0	-11	-1	-25
COc1cc(/C=C/C(=O)NCc2nc3ccccc3[nH]2)cc(OC)c1OC	9	-4	20	-18	-55	9	-29	4	-7	1	-9
NC1=NC2(CCC(c3ccccc3)CC2)n2c(nc3ccccc32)N1 (centres undefined)	21	-3	4	20	9	6	16	-2	-14	12	18
CCOC(=O)C(C#N)=CN1CCN(C(=O)CCCl)c2ccccc21	-18	-46	-17	17	7	-18	6	5	-9	-2	24
O=C(CSc1nnc(-c2ccc(Br)o2)n1Cc1ccccc1)c1ccccc1F	-5	2	11	7	0	-17	-4	0	-2	-3	-19
CCOP(=O)(O)c1ccccc1OCCOc1ccccc1P(=O)(O)OCC	9	9	2	10	-3	5	-1	5	2	-5	11
O=S(=O)(c1ccc(OCC(O)CN2CCN(c3ccc(F)cc3)CC2)cc1)N1CCOCC1 (centres undefined)	7	8	21	10	7	-14	-2	-1	0	15	10
CCOC(=O)N1CCN(C(=O)c2ccc([N+](=O)[O-])cc2Cl)CC1	-2	2	-1	2	-5	-3	13	-26	-3	-11	-7
O=C(O)CNc1nc(-c2ccccc2)nc2c1oc1ccccc12	24	9	13	-15	1	-17	9	-2	7	19	-11
COc1ccccc1C(CNC(=O)c1cccc(NS(=O)(=O)c2ccc(C)c(F)c2)c1)N(C)C (centres undefined)	-11	8	-8	-12	-7	4	-14	-1	-11	8	-13
Cc1ccccc1-c1cc(C(=O)NCc2cccc(Br)c2)nn1CC1CC(c2cccc([N+](=O)[O-])c2)=NO1 (centres undefined)	-13	-15	-7	9	12	4	14	-1	-6	-5	-19
O=C(O)c1cccc(CN2C(=O)c3ccccc3C2=O)c1	8	-13	17	12	7	-14	7	/	-7	-2	-40
CCNC(=O)C1CCCN(C(=O)c2ccco2)CC1 (centres undefined)	0	11	-9	1	8	-11	-6	/	10	-14	16
Oc1ccc(N=Cc2ccc(-c3cccs3)s2)cc1	8	17	20	-1	0	20	8	82*	-2	-9	-3

Continued, starting with the last two of the part before.
SMILES	SRC3 inh	TWEAK-Fn14 inh	LRH-1 inv ag	CF NFkB inh	NCOA1 inh	C8 TRAIL sens	TROY NFkB inh	LMP1 NFkB inh	KKLEB tox	COUP-TFII inh	NCOA2 inhibitor
CCNC(=O)C1CCCN(C(=O)c2ccco2)CC1 (centres undefined)	0	11	-9	1	8	-11	-6	/	10	-14	16
Oc1ccc(N=Cc2ccc(-c3cccs3)s2)cc1	8	17	20	-1	0	20	8	82*	-2	-9	-3
CC(NCc1ccc(OCC(N)=O)cc1)C12CC3CC(CC(C3)C1)C2 (centres undefined)	-3	-40	13	12	-4	-3	-14	1	-5	-8	2
Cc1cc(C)n(CCNC(=O)c2ccco2)n1	7	-27	19	-4	9	0	8	-7	-3	19	-25
CCOc1ccc(NC(=O)c2ccccc2NS(C)(=O)=O)cc1	-16	-18	-20	16	-6	6	-33	5	-1	-21	-57
C=CCN(C(=O)c1csnn1)C(C(=O)NC1CCCC1)c1ccc(Cl)cc1 (centres undefined)	-16	19	-3	15	10	-8	-2	-6	-5	-5	-4
O=S(=O)(Oc1ccccc1)c1ccc(Cl)c(Cl)c1	-24	-10	-5	-23	-1	-2	-35	6	2	-12	-21
CC(=O)C1=C(C)NC(=O)CC1c1ccc(F)cc1 (centres undefined)	5	7	15	-4	9	10	13	-17	4	-12	-13
CCN1C(=O)[C@@H]2[C@@H](c3ccc(SC4CCCCC4)cc3)N3CCC[C@@]3(C(=O)OC)[C@@H]2C1=O	4	10	0	10	6	5	16	3	-5	23	19
COC(=O)c1ccccc1NC(=S)N(Cc1ccc2c(c1)OCO2)Cc1cc2cc(C)ccc2[nH]c1=O	12	27	-9	-7	0	-9	7	-3	10	-12	-27
CCCN(CC(=O)Nc1c(C)cccc1CC)C(=O)SCC	16	25	-12	-1	14	-11	12	4	4	-4	8
COc1ccc(OC)c(NC(=O)C2CCCN(S(C)(=O)=O)C2)c1 (centres undefined)	10	4	3	-8	1	-11	-5	-1	-5	-1	10
COC(=O)c1ccc(OC)c(CN2CCCN(Cc3ccc(F)cc3)S2(=O)=O)c1	2	-17	-7	-2	0	-19	-15	-2	-21	-18	-11
Cc1ccc(S(=O)(=O)CC(=O)NCc2ccc(Cl)cc2)cc1	13	5	-18	-1	7	1	-2	1	4	21	0
Cc1ccc(CN2CC(C(=O)Nc3ccc(S(=O)(=O)Nc4cc(C)nc(C)n4)cc3)CC2=O)cc1 (centres undefined)	3	7	-7	-10	-7	-4	-9	5	4	3	1
CCN1CCN(c2sc(S(=O)(=O)CC)nc2S(=O)(=O)c2ccc(C)cc2)CC1	5	12	-1	4	-1	-15	-1	10	5	4	-8
CCOC(=O)N1CCC2(CC1)CC(=O)c1c(ccc3oc(C(=O)O)c(C)c13)O2	-6	-11	-9	16	-14	-8	-10	9	-1	-4	3
Cc1ccc(C2=NN(C(=O)CN3CCN(C4CCS(=O)(=O)C4)CC3)C(c3ccco3)C2)cc1 (centres undefined)	-21	71*	5	27	-19	-4	66*	35	4	13	-8
O=C1CC2c3ccccc3CCN2C(=O)CN1Cc1ccccc1 (centres undefined)	9	-10	1	-12	-25	-15	2	/	14	-5	-22
COc1ccc(S(=O)(=O)N(CC(C)C)C2CCS(=O)(=O)C2)cc1OC (centres undefined)	6	1	11	19	1	-2	-14	-6	-5	3	0
O=C(Nc1ccc(Br)cc1F)c1cccnc1	-22	3	-19	12	-21	15	-23	-1	1	-9	-9
Cc1ccc(NC(=O)c2csnn2)c(C)c1	-34	-8	-30	-1	-9	-16	-21	1	-2	15	-2
CNc1cccc2c1C(=O)c1ccccc1C2=O	-34	-31	-46	-41	-24	4	-75	-7	1	-22	-7
CC(C)Nc1ccc(C(CC(N)=O)NC(=O)c2ccccc2)cc1[N+](=O)[O-] (centres undefined)	9	4	9	12	3	-12	-8	0	-14	3	-10
Nc1c(C(=O)Nc2ccccc2)sc2nc(N3CCOCC3)c3c(c12)CCCC3	-110	-25	-133	-9	-83	11	-33	-12	3	-35	-34
Cc1ccc(/C=C\c2nccc3c2[nH]c2ccccc23)cc1	-52	-12	-25	-32	-74	10	-13	-47	-6	-14	-64
FC(F)(F)c1cc(C(F)(F)F)c2ccc(N3CCN(c4ccccc4)CC3)nc2n1	2	-12	-1	4	-15	-3	-16	-6	2	1	19
More structures follow.
SMILES	SRC3 inh	TWEAK-Fn14 inh	LRH-1 inv ag	CF NFkB inh	NCOA1 inh	C8 TRAIL sens	TROY NFkB inh	LMP1 NFkB inh	KKLEB tox	COUP-TFII inh	NCOA2 inhibitor
Cc1ccc(NC(=S)N(Cc2ccc(Br)cc2)Cc2ccc(C(=O)O)cc2)cc1C	1	-9	-15	-2	-15	-3	-13	8	9	-13	-31
O=C1CCC(=O)N1CN(Cc1ccco1)CN1C(=O)CCC1=O	7	7	1	-12	8	1	23	-12	2	-14	-27
Cc1ccc(Sc2oc(/C=N/n3cnnc3)cc2Br)cc1	3	1	4	-10	-3	-32	9	-21	-10	-15	8
Cc1ccc2nccc(C(=O)N3CCCC(Nc4ccc(F)cc4)C3)c2c1 (centres undefined)	-36	22	-25	1	-5	0	-18	-4	-8	-12	1
Cc1cccc(CCNC(=O)c2nnc(Cc3ccc(Cl)cc3)o2)c1	-30	15	-23	-7	-16	8	5	-9	7	-8	-10
COc1ccc(NC(=O)c2cccc(NC(=O)C3C4CC5OC(=O)C3C5C4)c2)c(OC)c1 (centres undefined)	-7	-3	-1	10	6	6	-21	4	-8	-3	9
COc1ccc(/C(N)=N/OC(=O)CCCc2ccccc2)cc1OC	-8	-11	1	5	-3	0	-16	1	6	0	23
CCOC(=O)C1=CC[C@@H](c2ccccc2)N(S(=O)(=O)c2ccc(C)cc2)[C@H]1c1ccc(CC)cc1	-19	25	-6	12	9	-10	24	/	-13	-22	-29
CCOC(=O)CN1NC2(CCC(C)CC2)NC1=S (centres undefined)	5	11	-11	-2	3	-5	6	10	-5	5	-12
CC(=O)Nc1ccc(S(=O)(=O)N(Cc2ccccc2)c2ccccc2)cc1	21	-5	-4	16	-2	-5	5	-2	5	-7	-5
O=C(COC(=O)CCCOc1ccc(Cl)cc1Cl)NCc1ccc(F)cc1	3	0	21	4	12	-6	3	-11	0	21	16
Cc1cc(C)c(S(=O)(=O)N2CCN=C2c2ccccc2)cc1C	17	-4	-15	4	-2	7	-7	2	-10	-3	-14
CCN(CC)C(=O)c1cc(C(C)(C)C)c(O)c(C(C)(C)C)c1	25	20	-12	15	-1	-6	2	-1	-1	-2	13
C/C(CC(=O)NC1CCCCCC1)=N\NC(=O)c1cnccn1	-1	26	-15	13	-21	2	-25	-14	-14	-9	-27
COc1ccc(C(=O)NCC(=O)OCC(=O)NCc2ccco2)cc1	8	6	-9	8	-8	3	5	3	10	5	3
COc1ccc(OC)c(N/C(N)=N/c2nc(C)cc(C)n2)c1	15	3	2	3	-5	5	8	16	5	13	-9
Cc1cccc(Nc2nc(-c3ccc(F)cc3)cs2)n1	-93	12	-89	-14	-102	8	30	-56	-10	-42	-61
CC(=O)N1c2ccc(S(=O)(=O)N3CCC(C(=O)NC4CCCCC4C)CC3)cc2CC1C (centres undefined)	9	-36	-4	-9	7	3	11	-3	-4	-13	-18
O=C(COC(=O)c1ccc(NS(=O)(=O)c2ccc3c(c2)OCCO3)cc1)NCC1CCCO1 (centres undefined)	-17	10	4	-8	-23	19	9	0	3	8	-2
CCc1ccccc1OCC(=O)N(CC)CC(=O)NCc1ccc(F)cc1	5	7	12	-20	-1	0	8	5	-5	7	2

Source: PubChem
